# LDHA inh – qHTS assay for inhibitors of human lactate dehydrogenase | L-lactate dehydrogenase A chain (Homo sapiens), P00338 | purified LDHA, NADH/diaphorase-resazurin fluorescence; active compounds read low | activity change, % (values are at about 110 or 230 µM) | 480,000 tested, 0.15% active; in the data active = activity change below about -30%;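 note: plate controls were DMSO wells for no effect and wells without enzyme for full effect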
#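 Resorufin fluorescence (ex540/em590), read at 0 and 20 min after diaphorase/resazurin addition, reports the NADH left after a 5 min room-temperature reaction of 2 nM human LDH5 with 0.06 mM NADH and 0.2 mM pyruvate.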
# * hit, by the source's call.
LDHA inh,canonical_smiles
-3.6,CC1CCC(C(=O)NC(C(=O)O)C(C)C)CC1 (configuration not stated)
-14.3,COc1ccc(C(=O)Nc2cc(-n3cnnn3)ccc2N2CCCCC2)cc1Br
-1.5,Cc1ccccc1-c1cc(C(=O)N2CCOCC2)c2ccccc2n1
10.2,N#CC1=C(N)OC2=C(C(=O)CCC2)C1c1ccc(-c2c(Cl)cc(Cl)cc2Cl)o1 (configuration not stated)
-6.3,O=S1(=O)CC(N2CCN(Cc3ccccc3F)CC2)CN1Cc1cn(Cc2cccc(Cl)c2)nn1 (configuration not stated)
-2.9,Cc1cnc(C(=O)Oc2c(C)cccc2C)cn1
8.3,O=C(CSc1ncnc2nc[nH]c12)NCCc1ccc(Cl)cc1
-1.5,CC(C)=CCC[C@H](C)C[C@@H]1Cc2[nH][nH]c(=O)c2[C@H](c2ccc(Cl)cc2)O1
15.7,COc1ccc2[nH]c(CO)cc2c1
-0.6,COc1cccc(-c2nc3nc(C)cc(C)n3c2NC2CCCCC2)c1
-2.5,O=C(Nc1ccc2ccccc2c1)Nc1nnc(-c2ccc(Cl)cc2Cl)s1
9.2,Cc1ccc(-c2ccnc3c2c(=O)[nH]c(=O)n3CCc2ccccc2)cc1
0.6,O=C(c1cc(C(F)(F)F)cc(C(F)(F)F)c1)N1CCCC(CO)C1 (configuration not stated)
-1.9,COc1cccc(C2C3=C(COC3=O)Nc3c2c(=O)n(C)c(=O)n3C)c1OC (configuration not stated)
-2.7,COC(=O)[C@]12CCCCC=C1N(Cc1ccc(Cl)cc1Cl)C(=O)[C@H](CC(=O)NCc1ccc(C)o1)C2
-0.4,O=C(Nc1ccccn1)c1cc(-c2ccncc2)nc2ccccc12
1.4,CC1CCN(c2nc3nonc3nc2Nc2cccc(Br)c2)CC1
-1.3,Cc1cc(C)c(NC(=O)CCc2c[nH]c3ccccc23)c(C)c1
-0.4,CCCCCC/C(=C\C=N\NC(N)=O)c1ccccc1
-6.1,COc1ccc(Cl)cc1NC(=O)/C(C#N)=C/c1coc2ccc(C)cc2c1=O
2.9,N#Cc1nc(C2CC2)oc1N1CCN(C(=O)NCC2CC2)CC1
0.0,COc1cc(C(=O)COC(=O)CSc2cc(Cl)ccc2Cl)cc(OC)c1OC
1.3,O=C(Nc1c(Cl)cc(Cl)cc1Cl)C12CC3CC(CC(Cl)(C3)C1)C2
-18.0,Cc1ccc2c(COC(=O)c3cccs3)cc(=O)oc2c1
-16.6,CCOC(=O)Nc1ccc(NS(=O)(=O)c2ccccc2Br)cc1
4.6,Fc1ccc(/C=N/Nc2cccc(Cl)c2)cc1F
-5.8,Cc1oc(-c2nc(C#N)c(NCc3ccccc3)o2)cc1S(=O)(=O)N(C)C
-0.9,CN(CC(=O)NC1CC1)C(=O)CSc1nnc(-c2ccc(Cl)cc2)n1C
11.6,CCOCCCNC(=O)c1cc(-c2ccccc2)nc2ccccc12
3.2,O=C(CCc1ncc(-c2ccc(F)cc2F)o1)Nc1ccccc1

# A second format for part of the listing above:
O=C(Nc1ccccn1)c1cc(-c2ccncc2)nc2ccccc12
  LDHA inh: -0.4
CC1CCN(c2nc3nonc3nc2Nc2cccc(Br)c2)CC1
  LDHA inh: 1.4
Cc1cc(C)c(NC(=O)CCc2c[nH]c3ccccc23)c(C)c1
  LDHA inh: -1.3
CCCCCC/C(=C\C=N\NC(N)=O)c1ccccc1
  LDHA inh: -0.4

# Next records follow:
LDHA inh,canonical_smiles
0.5,Cc1cc(C)c(C)c(S(=O)(=O)Nc2ccc(N)c([N+](=O)[O-])c2)c1C
8.9,C=C(C)Cn1c(SCCO)nc2c1c(=O)[nH]c(=O)n2C
25.6,CCOC(=O)c1cc2cc(NC(=O)C3CC(=O)Nc4ccccc43)ccc2s1 (configuration not stated)
2.0,CCCn1nc(C(=O)OCC(N)=O)c2ccccc2c1=O
0.8,O=C(O)CCn1c(=O)cc(C(F)(F)F)c2cn(C3CCCC3)nc21
2.0,Cc1ccc(CC(=O)N(CC#N)C2CC2)s1
2.8,Cc1cc(C)cc(C(=O)NCCc2c[nH]c3ccccc23)c1
10.3,Cn1ccnc1C(O)(CC(=O)Nc1ccc(F)cc1)C(F)(F)F (configuration not stated)
-14.3,Brc1ccccc1-c1nn2c(Cn3cnc4ccccc43)nnc2s1
4.6,COC(=O)C[C@H]1C=C[C@H](NC(=O)c2ccc(F)cc2)[C@@H](CO)O1
-0.2,CC(=O)CC1N(S(=O)(=O)c2ccc(C)cc2)c2ccccc2N1S(=O)(=O)c1ccc(C)cc1
-0.1,CCCOc1ccccc1C(=O)Nc1nonc1CC
-3.5,O=C(NCc1ccccc1)C1C(=O)Nc2ccccc2C(=O)N1Cc1ccccc1 (configuration not stated)
2.7,C[N+](C)(CC(=O)c1ccccc1)Cc1ccccc1
3.5,CC1CCCN(c2nc(-c3ccc(Cl)cc3)nc3ccccc23)C1 (configuration not stated)
-4.1,CCc1nn2c(=O)cc(CNc3ccccc3NC(=O)c3ccccc3)nc2s1
-1.7,CCNS(=O)(=O)c1ccc(C)c(C(=O)N2CCCC2c2ccc(OC)c(OC)c2)c1 (configuration not stated)
1.0,O=C(NCCC12CC3CC(CC(C3)C1)C2)c1cccs1
1.9,Cc1ccc(-c2ccc(=O)n(Cc3ccc(Cl)cc3)n2)cc1S(=O)(=O)N1CCCC1
56.7,COc1ccc(C2CC(=O)Nc3c2ncn3-c2cccc(C(F)(F)F)c2)cc1OC (configuration not stated)
11.7,CNCc1ccc(OCc2cccc(Cl)c2)c(OC)c1
21.5,CC(=O)Nc1sc2c(c1-c1nc3ccccc3s1)CCN(C(C)=O)C2
4.9,O=C(c1ccc(OC(F)F)cc1)N1CCC(NS(=O)(=O)c2cccs2)CC1
15.2,Cc1ccccc1CCNC(=O)c1cccc2ncccc12
0.2,C/C(=N\NC(=O)C1CCCCC1)c1ccc(C)s1
-0.4,Cc1c(O)ccc2c(CN3CCN(CCc4ccncc4)CC3)cc(=O)oc12
0.1,Cc1cc(C)n(-c2nc3ccccc3nc2Nc2cccc(Cl)c2)n1
7.4,CCOC(=O)N1CCN(Cc2nc3cc(NC(=O)COc4ccccc4C)ccc3n2C)CC1
1.8,O=C(CCc1ncc(-c2ccccc2F)o1)N1CCN(S(=O)(=O)c2ccccc2Cl)CC1
0.0,CN(C(=O)c1cc2cccc([N+](=O)[O-])c2[nH]1)C1CCCCCC1
-2.7,Cc1cccc(NC2=C(C(N)=O)S(=O)(=O)c3ccccc32)c1
6.3,COc1ccc(C(C(=O)NC(C)(C)C)n2c(-c3ccc(-c4ccccc4)cc3)nc3ccccc32)cc1 (configuration not stated)
-5.3,Cc1ccc(Nc2nnc(SCC(=O)N3CCOCC3)s2)c(C)c1
28.5,Oc1ccc([S+]2CCCC2)c2ccccc12
-0.3,CCOC(=O)c1cc(S(=O)(=O)N(C)CC(=O)N2CCN(c3ccc(Cl)cc3)CC2)cn1C
0.2,COC(=O)c1sc2cccc(F)c2c1S(=O)(=O)N1CCN(c2cccc(C)c2C)CC1
6.8,COc1ccc(C(=O)C(C)OC(=O)c2cc(C)nc3ccccc23)cc1 (configuration not stated)
6.3,CNC(=O)c1nn(CC(=O)N(CCc2ccccc2)Cc2ccccc2)c(=O)c2ccccc12
2.6,CN(CC(=O)NC(=O)NC1CCCC1)Cc1ccc(C(=O)NCC(F)(F)F)cc1
1.5,CCc1cc(C(=O)NC(C)c2ccccc2)sc1C (configuration not stated)
-0.7,O=C(NCCSCc1cccs1)C1CCCC1
5.6,O=C(O)CCSc1sc(=S)sc1SCCC(=O)O
-5.5,Cc1ccc(CN2CC(C(=O)N(C)CC(=O)Nc3ccc(Br)cc3C)CC2=O)cc1 (configuration not stated)
2.3,CC(/C=N/NC(=O)C1CC1c1ccc(C(C)(C)C)cc1)c1ccccc1 (configuration not stated)
4.9,Cc1nc(Oc2ccccc2)c2c3c(sc2n1)CCCC3
-1.0,CC(C)NC(=O)C1CCN(C(=O)c2cc(-c3ccccc3)nc3ccccc23)CC1
1.6,CC(=O)c1ccc(NC(=O)Cn2ccc3ccc(Cl)cc32)cc1
-1.1,CC1=C(OS(=O)(=O)c2ccc(C)cc2)C(C)(C)C(c2ccccc2)OC1=O (configuration not stated)
-5.0,COC(=O)c1ccc(C2NC(=O)NC(C)=C2C(=O)N2CCOCC2)cc1 (configuration not stated)
2.1,C[C@@H]1O[C@H](C2CCCC2)Cc2[nH]c(=S)[nH]c(=O)c21
-22.5,CCN(Cc1ccc(Cl)s1)C(=O)c1cnc(C)cn1
-2.3,O=C(CC1CC1)N[C@@H]1CC[C@@H](CCNS(=O)(=O)c2ccc(F)cc2)O[C@@H]1CO
-0.4,CC(C)(C)c1ccc(O)c(NC(=O)Cc2n[nH]c(=O)c3ccccc23)c1
-1.4,CC(O)c1cccc(Oc2ncnc3sc(-c4ccccc4)cc23)c1 (configuration not stated)
12.0,COc1ccc2cnn(CC(=O)Nc3ccc(Cl)cc3Cl)c(=O)c2c1OC
0.3,CCOC(=O)c1ccc(NC(=O)C2CC(=O)NC(N3CCN(c4ccccc4)CC3)=N2)cc1 (configuration not stated)
5.7,Cc1cccc(NC(=O)Cn2nc(-c3cccc([N+](=O)[O-])c3)c3ccccc3c2=O)c1
-3.6,CCN1CCN(c2oc(COc3ccc(F)cc3)nc2C#N)CC1
7.8,Cc1ccc(NC(=O)CN2c3ccc(S(N)(=O)=O)cc3CC2C)cc1 (configuration not stated)
12.8,CC(C(=O)Nc1cc(Cl)cc(Cl)c1)N1CCN(c2ccc(O)cc2)CC1 (configuration not stated)

# Entries above with a furan ring, fused or not:
LDHA inh,canonical_smiles
10.2,N#CC1=C(N)OC2=C(C(=O)CCC2)C1c1ccc(-c2c(Cl)cc(Cl)cc2Cl)o1 (configuration not stated)
-2.7,COC(=O)[C@]12CCCCC=C1N(Cc1ccc(Cl)cc1Cl)C(=O)[C@H](CC(=O)NCc1ccc(C)o1)C2
-5.8,Cc1oc(-c2nc(C#N)c(NCc3ccccc3)o2)cc1S(=O)(=O)N(C)C

# The list goes on.
LDHA inh,canonical_smiles
3.3,Cc1ccc(COc2ccc3ccccc3c2CNCC(O)c2ccccc2)cc1 (configuration not stated)
6.2,CCNC(=O)c1nnc(C(=O)Nc2cccc(Cl)c2)s1
3.9,COc1ccc2c(C)c(CC(=O)NCc3ccco3)c(=O)oc2c1
-2.4,O=C1C2=C(Nc3ccccc3SC2c2ccc(O)cc2)c2ccccc21 (configuration not stated)
0.9,CCOC(=O)N1CCN(C(=O)c2cc3occc3n2Cc2ccccc2Cl)CC1
10.5,COc1cc(OC)c(C(=O)Nc2ccc3nc(N4CCCC4)sc3c2)cc1OC
1.3,O=C(NC1CCCC1)C1c2ccccc2OCC(=O)N1Cc1ccccn1 (configuration not stated)
-11.6,Cc1ccc(-c2cnc(SCC(=O)Nc3ccccc3C)o2)cc1C
5.1,CCCCCCCc1ccc(-c2ccc(OC(F)(F)F)cc2)nc1
2.3,O=C(O)c1ccc(OCC2CCCCC2)cc1
-1.8,CC(C)(C)C(=O)Nc1ccc2c(c1)CCC2
0.2,CCOc1ccccc1NC(=O)C(=O)c1c[nH]c2ccccc12
6.3,O=C(Cn1nc(C(=O)O)c2ccccc2c1=O)Nc1ccc(F)c(F)c1F
5.9,Cc1cc(C(=O)Cn2c(Cl)nc3c2c(=O)n(C)c(=O)n3C)c(C)n1C
-0.9,COC(=O)[C@@]12C[C@@H](CC(=O)NCc3cccc(C(F)(F)F)c3)C(=O)N(Cc3ccc4c(c3)OCO4)C1=CCC(C)(C)C2
-1.6,CCN(CC)C(=O)c1ccc2oc(CN3CCN(C(=O)Nc4cccc(F)c4)CC3)nc2c1
-0.5,COc1cc(C(=O)N2CCN(c3nccs3)CC2)cc(Cl)c1OCC(C)C
2.7,COc1ccccc1CNC(=O)c1ccc2c(c1)nc(C)n2-c1ccc(Br)cc1
1.4,CCOc1ccccc1CNC(=O)c1ncoc1-c1cccc(OC)c1
-2.3,C[C@@H](NC(=O)[C@@H]1CCCN1C(=O)[C@@H]1CCCN1C(=O)c1ccc(Cl)cc1)c1ccccc1
0.4,CC(C)(CN)C12CC3CC(CC(C3)C1)C2
-1.3,CC1CCN(c2ccc(NC(=O)C(Cc3ccccc3)NC(=O)c3cccs3)cc2)CC1 (configuration not stated)
-0.8,COc1ccccc1Nc1nc(-c2ccccc2)cs1
3.7,COc1ccc(OC)c(-c2cc3ccc(OS(C)(=O)=O)cc3oc2=O)c1
-6.4,Fc1ccccc1CSCc1ccc(-c2nc(-c3ccc4c(c3)OCO4)no2)o1
-0.2,O=C(NCC1(N2CCOCC2)CCCCC1)c1cccc(NC(=O)c2cccs2)c1
3.1,c1csc(CNc2ccc(N3CCCCC3)cc2)c1
-15.1,O=C(N/N=C/c1ccc(Cl)s1)c1ccc2ccccc2c1
-20.0,CCOC(=O)CN(Cc1cccs1)CC1CCCO1 (configuration not stated)
0.1,COc1ccccc1C1CC(c2ccc(Br)cc2)=NN1CN1C(=O)C(=O)c2ccccc21 (configuration not stated)

# Arranged by heavy-atom count (smallest number first): part of the list above.
LDHA inh,canonical_smiles
-20.0,CCOC(=O)CN(Cc1cccs1)CC1CCCO1 (configuration not stated)
0.9,CCOC(=O)N1CCN(C(=O)c2cc3occc3n2Cc2ccccc2Cl)CC1
0.1,COc1ccccc1C1CC(c2ccc(Br)cc2)=NN1CN1C(=O)C(=O)c2ccccc21 (configuration not stated)

# Going on with the list.
LDHA inh,canonical_smiles
-10.9,C/C(=N\NC(=O)c1ccc(C(C)(C)C)cc1)c1ccc2ccccc2c1
-4.7,COc1ccc(C(C#N)(CCC#N)C(C)C)cc1OC (configuration not stated)
-17.8,O=C(NCCC1=CCCCC1)C12CC3CC(CC(C3)C1)C2
-0.9,CC(C)c1ccc(CCC(=O)NC2CC(C)(C)NC(C)(C)C2)cc1
-0.8,CN(/C=C/C(=O)C(F)(F)F)CC(=O)O
-9.5,COc1ccc(-c2nc(S(=O)(=O)c3ccc4c(c3)OCCO4)c(N(C)C)o2)cc1OC
4.1,O=S(=O)(Nc1nc2ccccc2nc1NC1CC1)c1ccccc1
-7.8,COc1cc(/C=C/C(=O)O)cc(Br)c1OC(C)C

# The list is partial. The share of hits here may be higher or lower than overall.
